# Shiga inhibitor: inhibitors of Shiga toxin in Vero cells; Vero cells, Shiga toxin protein synthesis inhibition reporter; AID 2315; 290,000 compounds, 9.2% hits; inhibition, % at 38.7 µM; in the data active = inhibition mostly above about 28%, no sharp cut-off; inactive = mostly below about 43%; note: 0% is about no effect
# Pf growth 48h: P. falciparum growth inhibition at 48 hours (one generation) | 310,000 compounds, 5.9% hits | P. falciparum luciferase growth in erythrocytes, 48 h | Potency, µM (titrated, usually from 28.7 µM), inactives show top-dose activity change, negative = inhibition, most hits filed as inhibitors; note: potency is the fitted concentration of half-maximal effect; % is set by controls: 0 for no effect and ±100 for the full control effect
#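 Luciferase-expressing P. falciparum in infected erythrocytes (2% hematocrit, 0.1% parasitemia final) in RPMI 1640/0.5% Albumax were exposed to compound for 48 hours at 37 C, 5% CO2; growth read as luminescence.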
# FBPA Giardia inh: inhibitors of Giardia lamblia fructose-1,6-bisphosphate aldolase | A8B2U2 | purified Giardia FBPA | Potency, µM (top dose mostly 59.6 µM), for the others: at the top dose activity, negative = inhibition, hits mostly inhibitors | 290,000 compounds, 0.71% hits | AID 2451; note: potency is the fitted concentration of half-maximal effect; % is set by controls: 0 for no effect and ±100 for the full control effect; nearly all actives have a fitted effect of over 55% in size
# Target sequence (A8B2U2 whole entry, looked up): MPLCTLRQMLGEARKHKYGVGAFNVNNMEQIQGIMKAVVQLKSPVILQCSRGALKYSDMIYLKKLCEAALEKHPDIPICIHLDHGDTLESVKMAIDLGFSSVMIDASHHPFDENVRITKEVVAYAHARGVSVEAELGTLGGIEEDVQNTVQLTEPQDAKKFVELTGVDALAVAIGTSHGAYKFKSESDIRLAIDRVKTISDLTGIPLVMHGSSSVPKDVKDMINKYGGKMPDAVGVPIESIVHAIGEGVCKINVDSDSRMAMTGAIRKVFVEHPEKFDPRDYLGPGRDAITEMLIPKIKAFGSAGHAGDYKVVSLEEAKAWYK
#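 40 nM FBPA preincubated 10 min at RT with compound (up to 57.5 uM final), then substrate plus GAPDH/TPI/NAD/arsenate coupling and diaphorase/resazurin added. Fluorescence read after 20 min at RT, 525/598 nm.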
# Pf growth 96h: P. falciparum growth inhibition at 96 hour, primary screen for plastid delayed-death inhibitors. P. falciparum luciferase reporter growth, 96 h. Potency, µM (doses to about 28.7 µM), for inactives: top-dose activity change, negative = inhibition, actives largely listed as inhibitors. 320,000 compounds, 6.9% hits. AID 504834; note: potency is the fitted concentration of half-maximal effect; % is set by controls: 0 for no effect and ±100 for the full control effect
#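 Erythrocytes infected with luciferase-expressing P. falciparum were dispensed at 2% hematocrit and 0.05% parasitemia (final), then incubated with compounds 96 hours at 37 C in 5% CO2. Luminescence after detection reagent addition reported growth.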
# CHX counter: counter-screen hit for Shiga toxin inhibitors, cycloheximide; cell reporter, cycloheximide protein synthesis inhibition counterscreen; max response, %; AID 2314; 300,000 compounds, 12% hits; in the data active = max response mostly above about 13%, no sharp cut-off; inactive = mostly below about 14%; note: read at 38.3 µM for the half of the compounds with a filed dose; 0% is about no effect
# Sm TGR inh: blocks Schistosoma mansoni thioredoxin glutathione reductase; Q962Y6; purified TGR, DTNB reduction, TNB absorbance 405 nm; Potency, µM (doses to about 114 µM), inactives show at the highest dose activity change, negative = inhibition, actives largely listed as inhibitors; 360,000 compounds, 3% hits; AID 485364; note: potency is the fitted concentration of half-maximal effect; % is set by controls: 0 for no effect and ±100 for the full control effect; nearly all actives have a fitted effect of over 60% in size
#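 Kinetic colorimetric format: TGR-catalysed, NADPH-driven DTNB reduction monitored via TNB absorbance. Enzyme dispensed at 20 nM; compound exposure 15 min at room temperature before reaction start.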
# The depositor's hits bear a star; ? = inconclusive; nt = not tested or not shown; & = joins results of further samples; [ ] = another dose, or the depositor's remark. Unless noted, calls come from the whole dose curve; as a rule, active = well fitted curve in the direction sought with a large enough effect; inconclusive = small, poorly fitted or top-dose-only effect, or another doubt; inactive = no such curve, though single readings can be large; an effect the other way counts as inactive or inconclusive. Outcome played no part in choosing rows. Share with any hit: about 24%.
SMILES,Shiga inhibitor,Pf growth 48h,FBPA Giardia inh,Pf growth 96h,CHX counter,Sm TGR inh
CCOc1ccc(NC(=S)N(CCc2c(C)[nH]c3ccc(C)cc23)Cc2ccco2)cc1,19,?,-1%,?,10,-15%
O=C1NC2(CCCCC2)N=C1c1ccc(Br)cc1,-4,8%,2%,nt,15*,-3%
Cc1cccc(NS(=O)(=O)c2ccc(C(C)(C)C)cc2)n1,nt,-1%,0%,-17%,-4,1%
Cn1cccc1/C=C1\SC(=S)N(NC(=O)c2ccccc2Cl)C1=O,-16,-2%,-27%,21%,-1,-20%
CCOC(=O)CC(=O)CSc1nc2nc(C)cc(C)n2n1,-15,5%,?,nt,4,-33%
CCOC(=O)C(C)n1cnc2c1c(=O)[nH]c(=O)n2C (configuration not stated),13,-20%,-2%,-30%,0,-17%
CSc1ccc(CN(C)CC(=O)N(C)CC(=O)Nc2ccccc2Br)cc1,nt,?,nt,7%,nt,-5%
Cc1ccc(OC(=O)COc2ccccc2)c(-n2nc3ccccc3n2)c1,94*,nt,1%,212%[activator],41*,-2%
O=C(COC(=O)c1ccc2c(c1[N+](=O)[O-])C(=O)c1ccccc1C2=O)NC1CC1,55,9%,?,2%,24,nt
Cn1c(=O)c2c(ncn2CC(=O)NC(C)(C)C)n(C)c1=O,12,24%,5%,0%,-3,10%
S=c1[nH]ccn1-c1cccc(Cl)c1,-1,2%,-3%,25%,-2,-6%
O=C(CCc1nc2ccccc2c(=O)[nH]1)Nc1nnc(SCc2ccc(F)cc2)s1,nt,-14%,nt,12%,nt,-8%
Cc1ccc(C(=O)N/C(=C\c2cccs2)C(=O)NCCc2c[nH]c3ccccc23)cc1,-7,-26%,3%,?,-3,9%
CCOC(=O)CNC(=O)CN1C(=O)CCS(=O)(=O)c2ccccc21,19,-13%,4%,?,-2,-5%
CCOc1ccc(OCCN2C(=O)c3ccccc3C2=O)cc1,-19,?,nt,13µM*,-4,1%
Cc1ccc(C(=O)/C=C/c2ccccc2[N+](=O)[O-])cc1,39,?,-12%,68%[activator],28*,nt
CCn1c(SCc2ccccc2)nnc1C1CCCCC1,-28,?,-5%,9.3µM*,0,5%
COC(Cn1c(-c2cccc(S(=O)(=O)N(C)C)c2)n[nH]c1=S)OC,-6,5%,-15%,4%,-5,14%
COc1ccc(C(=O)NNC(=O)CN2CCC(n3nnc4cc(C(F)(F)F)ccc43)CC2)cc1,-7,-8%,7%,8%,0,3%
CC(C)CC[n+]1ccn(C2=C([O-])c3ccccc3C(=O)/C2=N\S(=O)(=O)c2ccccc2)c1,-18,?,-8%,?,-2,5%
COCC(=O)NNC(=O)Cc1ccc(Cl)cc1,-9,6%,3%,0%,1,0%
Nc1ccc(-n2nc(C(F)(F)F)cc2C(F)(F)F)cc1,-2,18%,3%,0%,-1,1%
CCN1CCN(CCNC(=O)Nc2ccc([N+](=O)[O-])cc2)CC1,-5,-20%,4%,-2%,-3,2%
O=C(Nc1ccc([N+](=O)[O-])cc1)Nn1cnnc1,-13,12%,nt,65%[activator],-5,-11%
COc1cc(/C=C2\SC(N3CCC(C)CC3)=NC2=O)ccc1O,15,?,-14%,-16%,42*,-6%

# Arranged by SMILES length (descending): some entries from above.
SMILES,Shiga inhibitor,Pf growth 48h,FBPA Giardia inh,Pf growth 96h,CHX counter,Sm TGR inh
CCOc1ccc(NC(=S)N(CCc2c(C)[nH]c3ccc(C)cc23)Cc2ccco2)cc1,19,?,-1%,?,10,-15%
CSc1ccc(CN(C)CC(=O)N(C)CC(=O)Nc2ccccc2Br)cc1,nt,?,nt,7%,nt,-5%
Cc1cccc(NS(=O)(=O)c2ccc(C(C)(C)C)cc2)n1,nt,-1%,0%,-17%,-4,1%

# (listing goes on)
SMILES,Shiga inhibitor,Pf growth 48h,FBPA Giardia inh,Pf growth 96h,CHX counter,Sm TGR inh
N#CC1=C(N)C(C#N)(C#N)C2(CCC3(CC2)OCCO3)C2CC3(CC=C12)OCCO3 (configuration not stated),8,?,-16%,-23%,-3,?
CCc1nnc(SCC(=O)Nc2ccc3c(c2)OCO3)o1,16,16%,-8%,13%,-4,17%
CC(C)NC(=O)c1cnc(Sc2ncc(C(F)(F)F)cc2Cl)n1C,-8,nt,1%,-12%,-4,1%
COc1ccc(-n2cc(CNCc3cnc4ccccn34)c(-c3cccc(F)c3)n2)cc1,9,?,0%,9%,7,-2%
CC1(C)CC(=O)N(c2cc(Cl)cc(Cl)c2)C(=O)C1,-9,0%,8%,42%[activator],-2,10%
CC(=O)c1ccc(OCC(=O)NC(=O)NC2CCCCC2)cc1,3,-9%,nt,-19%,1,6%
CC[C@H](NC(=O)c1c(C)c(-c2ccccc2)nc2ccccc12)c1ccccc1,5,?,-10%&0%&1%,?,-2,7%
CCCNC(=O)CCn1cc(-c2ccc(OC)cc2)nc1-c1ccncc1,-6,25%,-3%,85%[activator],-1,-24%
CCOC(=O)CSC1=C(C#N)C(c2ccco2)C(C(=O)Nc2cccc(C(F)(F)F)c2)=C(C)N1 (configuration not stated),-8,10µM*,-13%,5%,-2,?
CC1(c2ccc(OC(F)F)cc2)NC(=O)N(CC(=O)NCCC2=CCCCC2)C1=O (configuration not stated),nt,?,nt,-24%,nt,-15%
CCOc1ccc(C(CCc2ccccc2)NC(=O)c2ccccc2F)cc1OCC (configuration not stated),-4,nt,0%,1.5µM*,-2,-17%
C=CCn1c(O)c(C=NCCN2CCOCC2)c(=O)[nH]c1=S,6,?,-6%,?,-2,-10%
c1ccc(-c2noc(CCC3CCCC3)n2)cc1,4,38%[activator],0%,?,20*,5%
CC(=O)Nc1ccc(NC(=O)c2cc(C3CC3)nc3c2cnn3C(C)C)cc1,nt,?,nt,-25%,nt,7%
COc1ccc(CNC(=S)Nc2cccc(C)c2C)cc1,19,?,-4%,31%[activator],1,2%
Cc1cc(NC(=O)c2ccc(F)c(S(=O)(=O)N3CCCCC3)c2)no1,-4,?,6%,?,5,5%
Cn1c(=O)c2c(nc(N3CCCCCC3)n2CCSc2nc3ccccc3o2)n(C)c1=O,-7,nt,-2%,?,4,1%
COc1cc(NC(=O)c2ccco2)c(OC)cc1NC(=O)CCC(=O)Nc1cc(C)cc(C)c1,-1,?,-3%,nt,6,-13%
Cc1cc2n(n1)SC(Nc1cccc3ccccc13)N2 (configuration not stated),52*,77%[activator],-7%,167%[activator],27*,?
CC1(C(=O)N2CCC(CO)(Cc3cccc(C(F)(F)F)c3)CC2)CC1,6,21%,8%,17µM*,-2,18%
CCn1cc([N+](=O)[O-])c(C(=O)N2CCCCCC2)n1,12,10%,nt,17%,-1,-21%
Cc1ccc2c(c1)N(CC(=O)NCCCN1CCOCC1)C(=O)C(C(C)C)O2 (configuration not stated),nt,0%,nt,24%,nt,-2%
O=C(CSc1nc2ccccc2c(=O)[nH]1)NCc1ccc(Cl)cc1,-14,nt,-4%,11%,-4,8%
COC(=O)/C=C/c1ccc(OC(=O)c2ccncc2)cc1,-16,10%,5%,13µM*,5,3%
COc1ccc2cc3[n+](cc2c1OC)CCc1cc2c(cc1-3)OCO2,-14,0.23µM*,?,0.15µM*,-3,-6%&-8%

# Arranged by SMILES length (lowest first): some entries from above
SMILES,Shiga inhibitor,Pf growth 48h,FBPA Giardia inh,Pf growth 96h,CHX counter,Sm TGR inh
c1ccc(-c2noc(CCC3CCCC3)n2)cc1,4,38%[activator],0%,?,20*,5%
COc1ccc(CNC(=S)Nc2cccc(C)c2C)cc1,19,?,-4%,31%[activator],1,2%
CCc1nnc(SCC(=O)Nc2ccc3c(c2)OCO3)o1,16,16%,-8%,13%,-4,17%
COC(=O)/C=C/c1ccc(OC(=O)c2ccncc2)cc1,-16,10%,5%,13µM*,5,3%
CC1(C)CC(=O)N(c2cc(Cl)cc(Cl)c2)C(=O)C1,-9,0%,8%,42%[activator],-2,10%
CCn1cc([N+](=O)[O-])c(C(=O)N2CCCCCC2)n1,12,10%,nt,17%,-1,-21%
O=C(CSc1nc2ccccc2c(=O)[nH]1)NCc1ccc(Cl)cc1,-14,nt,-4%,11%,-4,8%
COc1ccc2cc3[n+](cc2c1OC)CCc1cc2c(cc1-3)OCO2,-14,0.23µM*,?,0.15µM*,-3,-6%&-8%
CCOc1ccc(C(CCc2ccccc2)NC(=O)c2ccccc2F)cc1OCC (configuration not stated),-4,nt,0%,1.5µM*,-2,-17%
CC1(C(=O)N2CCC(CO)(Cc3cccc(C(F)(F)F)c3)CC2)CC1,6,21%,8%,17µM*,-2,18%
Cc1ccc2c(c1)N(CC(=O)NCCCN1CCOCC1)C(=O)C(C(C)C)O2 (configuration not stated),nt,0%,nt,24%,nt,-2%
CC[C@H](NC(=O)c1c(C)c(-c2ccccc2)nc2ccccc12)c1ccccc1,5,?,-10%&0%&1%,?,-2,7%
Cn1c(=O)c2c(nc(N3CCCCCC3)n2CCSc2nc3ccccc3o2)n(C)c1=O,-7,nt,-2%,?,4,1%
N#CC1=C(N)C(C#N)(C#N)C2(CCC3(CC2)OCCO3)C2CC3(CC=C12)OCCO3 (configuration not stated),8,?,-16%,-23%,-3,?
CCOC(=O)CSC1=C(C#N)C(c2ccco2)C(C(=O)Nc2cccc(C(F)(F)F)c2)=C(C)N1 (configuration not stated),-8,10µM*,-13%,5%,-2,?

# Continued.
SMILES,Shiga inhibitor,Pf growth 48h,FBPA Giardia inh,Pf growth 96h,CHX counter,Sm TGR inh
COc1ccc(CC(=O)Nc2sc(Cc3ccccc3)c(C)c2C(N)=O)cc1,-24,?,2%,?,-5,-36%
O=C(Nn1c(=S)[nH]c2ccccc2c1=O)c1ccncc1,25,42%[activator],16µM*,?,-3,1%
Cc1ccc(C(=O)Nc2ccc3ncccc3c2)cc1,19,18%,-2%,10%,14*,-11%
COc1cccc(C2C(C(=O)c3cc4ccccc4o3)=C(O)C(=O)N2c2cc(C)on2)c1 (configuration not stated),4,4%,nt,?,7,13%
CC1=NN(c2nc(-c3ccc(F)cc3)cs2)C(=O)C1,-15,6%,0%,37%[activator],-1,2%
O=S(=O)(NC12CC3CC(CC(C3)C1)C2)c1ccc(F)cc1,-15,1%,0%,nt,-3,-6%
O=C(CCCCCn1c(=S)[nH]c2ccc(N3CCOCC3)cc2c1=O)NCCc1ccccc1,-3,-2%,0%,4%,-2,-6%
CCCCc1nc2ccccc2c(=O)n1-c1ccc(Cl)cc1[N+](=O)[O-],50,?,1%,-3%,-3,15%
CC1CCCCN1C(=O)CSc1nnc(-c2ccco2)n1CC1CCCO1 (configuration not stated),28,?,1%,?,-4,?
CC1CCN(S(=O)(=O)c2ccc(S(=O)(=O)NCc3ccco3)cc2)CC1,16,8%,5%,-28%,16,-17%
CCS(=O)(=O)N1CCN(c2cccc(C)c2C)CC1,5,-17%,6%,-6%,-1,1%
CCOC(=O)c1c(NC(C)=O)sc2c1CCN(Cc1ccccc1)C2,2,43%[activator],?,?,-4,1%
COC(=O)c1c(NC(C)=O)csc1C,-4,-14%,3%,10%,-2,4%
CC1CN(CCS(=O)(=O)c2cc(Cl)ccc2Cl)CC(C)O1 (configuration not stated),-5,-25%,6%,?,1,-33%
COc1ccccc1NC(=O)COC(=O)c1ccccc1OCC(=O)Nc1ccc(SC(F)F)cc1,-11,46%[activator],1%,16%,-1,5%

# High-throughput results: PubChem BioAssay, National Center for Advancing Translational Sciences (NCATS)
